Source: PubChem BioAssay (National Center for Advancing Translational Sciences (NCATS))
EPAC2 ag: qHTS for Agonist of cAMP-regulated guanine nucleotide exchange factor 4 (EPAC2): primary screen; Rap guanine nucleotide exchange factor 4 (Homo sapiens), Q8WZA2; EPAC2 activation, biochemical qHTS; response scale: 100% = 6.5 mM cAMP response; Potency, µM (series often up to 154 µM), inactives show at the top dose activation, most hits filed as activators; 360,000 tested, 0.079% active; note: potency is the fitted concentration of half-maximal effect; nearly all actives have a fitted effect of over 50% in size
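qHTS, titration series. 100 nM EPAC2 / 250 nM Rap1B-BODIPY-GDP / 50 uM GDP; RT; ex 480/em 540 nm, 5-min reads to 30 min. Norm. to 6.5 mM cAMP = activation.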
CCT modulator: High-Throughput Screening for Modulators of Cytosolic Chaperonin Activity; purified chaperonin ATPase assay, HTRF ADP detection, 30 min; activity change, % (test concentration not listed), hits read low; 360,000 tested, 0.3% active; AID 651819, 2012; in the data active = activity change below about -30%; note: % is set by controls: 0 for no effect and ±100 for the full control effect
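TRiC (40 or 20 nM final, by batch activity) in 30 mM Tris pH 7.4, 100 mM KCl, 5 mM MgCl2, 1 mM DTT was treated with compound at 76 uM single dose, then 10 uM ATP, 30 min at 37 °C. ADP was read by HTRF Transcreener.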
EPAC1 agonist: qHTS for Agonist of cAMP-regulated guanine nucleotide exchange factor 3 (EPAC1): primary screen. Rap guanine nucleotide exchange factor 3 (Homo sapiens), O95398. 360,000 tested, 0.073% active. EPAC1 agonist qHTS, biochemical assay; response scale: 100% = response to 6.5 mM cAMP. Potency, µM (top dose mostly 154 µM), for inactives: top-dose activation, usual class: activators. AID 720707, 2013; note: potency is the fitted concentration of half-maximal effect; nearly all actives have a fitted effect of over 60% in size
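Multi-concentration qHTS readout: loss of Rap1B-bound BODIPY-GDP fluorescence driven by 100 nM EPAC1 with excess GDP (50 uM), monitored kinetically at room temperature; agonist response expressed relative to 6.5 mM cAMP.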
EPAC1 antagonist: qHTS for Antagonist of cAMP-regulated guanine nucleotide exchange factor 3 (EPAC1): primary screen; Rap guanine nucleotide exchange factor 3 (Homo sapiens), O95398; EPAC1 GEF assay, Rap1b-BODIPY-GDP exchange fluorescence; Potency, µM (series often up to 115 µM), for the others: at the top dose activity change, negative = inhibition, most hits filed as inhibitors; 360,000 tested, 0.14% active; AID 720709, 2013;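 note: potency is the fitted concentration of half-maximal effect; plate controls were vehicle for no effect and positive control for full effect; nearly all actives have a fitted effect of over 50% in size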
PI5P4K alpha inh: qHTS for Inhibitors of phosphatidylinositol 5-phosphate 4-kinase (PI5P4K) | PI5P4Kalpha enzyme, ADP-Glo luminescence, 60 min; active compounds read low | 330,000 tested, 1.2% active | Phosphatidylinositol 5-phosphate 4-kinase type-2 alpha (Homo sapiens), P48426 | max response, %; active = max response of -50% or lower; inconclusive = between -30% and -50%; inactive = -30% or higher; note: value at the top dose of about 77 µM; % is set by controls: 0 for no effect and ±100 for the full control effect
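ADP-Glo luminescence end-point read after a 60 min room-temperature kinase reaction of PI5P4Kalpha plus substrate, initiated with ATP at 5 microM final. Buffer: 0.038 M HEPES pH 7.4, EGTA, 0.1% CHAPS, 5% DMSO.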
WRN inhibitor: qHTS for Inhibitors of WRN Helicase | WRN helicase unwinding, fluorescent forked duplex, kinetic | Potency, µM (top dose mostly 114 µM), without a hit: at the top dose activity change, negative = inhibition, usual class: inhibitors | 360,000 tested, 0.46% active | AID 651768, 2012; note: potency is the fitted concentration of half-maximal effect; % is set by controls: 0 for no effect and ±100 for the full control effect; nearly all actives have a fitted effect of over 55% in size
Target sequence (Q14191 whole entry, looked up): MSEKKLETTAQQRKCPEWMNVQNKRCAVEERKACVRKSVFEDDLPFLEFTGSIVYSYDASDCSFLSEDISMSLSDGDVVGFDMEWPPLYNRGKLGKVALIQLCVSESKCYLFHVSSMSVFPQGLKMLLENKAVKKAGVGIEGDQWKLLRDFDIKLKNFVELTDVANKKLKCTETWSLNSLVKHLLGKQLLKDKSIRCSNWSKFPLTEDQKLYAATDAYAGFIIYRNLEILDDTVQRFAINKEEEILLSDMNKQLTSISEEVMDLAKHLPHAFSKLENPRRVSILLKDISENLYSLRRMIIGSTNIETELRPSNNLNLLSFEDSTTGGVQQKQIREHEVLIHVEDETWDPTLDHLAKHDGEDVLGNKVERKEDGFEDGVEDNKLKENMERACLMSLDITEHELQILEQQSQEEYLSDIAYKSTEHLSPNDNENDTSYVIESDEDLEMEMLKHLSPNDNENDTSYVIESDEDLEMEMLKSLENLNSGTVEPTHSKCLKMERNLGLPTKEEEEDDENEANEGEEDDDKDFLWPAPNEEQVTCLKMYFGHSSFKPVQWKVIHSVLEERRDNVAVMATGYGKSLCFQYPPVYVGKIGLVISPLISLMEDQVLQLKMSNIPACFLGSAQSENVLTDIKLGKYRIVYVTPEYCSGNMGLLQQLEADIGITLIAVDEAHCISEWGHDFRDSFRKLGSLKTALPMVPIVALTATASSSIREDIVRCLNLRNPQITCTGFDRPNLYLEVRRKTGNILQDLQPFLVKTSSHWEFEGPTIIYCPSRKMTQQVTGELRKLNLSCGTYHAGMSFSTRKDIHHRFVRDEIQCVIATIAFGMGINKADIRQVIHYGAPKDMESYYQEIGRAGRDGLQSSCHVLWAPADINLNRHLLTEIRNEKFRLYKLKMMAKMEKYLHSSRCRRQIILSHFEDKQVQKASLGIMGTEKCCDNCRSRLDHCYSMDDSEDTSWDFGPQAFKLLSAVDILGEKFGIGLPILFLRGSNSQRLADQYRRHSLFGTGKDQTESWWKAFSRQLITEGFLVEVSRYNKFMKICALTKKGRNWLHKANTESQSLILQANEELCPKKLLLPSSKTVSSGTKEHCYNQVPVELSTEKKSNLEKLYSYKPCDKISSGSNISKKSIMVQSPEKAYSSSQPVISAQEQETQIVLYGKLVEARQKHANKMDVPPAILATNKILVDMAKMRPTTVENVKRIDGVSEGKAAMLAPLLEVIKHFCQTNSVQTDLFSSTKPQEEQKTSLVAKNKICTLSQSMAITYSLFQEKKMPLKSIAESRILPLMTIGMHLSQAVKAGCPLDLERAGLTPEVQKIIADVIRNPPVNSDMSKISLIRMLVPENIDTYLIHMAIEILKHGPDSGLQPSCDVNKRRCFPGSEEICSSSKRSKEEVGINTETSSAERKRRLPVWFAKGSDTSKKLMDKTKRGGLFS
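WRN at 20 nM final was preincubated with compound for 15 min at room temperature; reaction started with 100 nM forked duplex oligonucleotide carrying fluorophore and quencher plus 2 mM ATP (final). Unwinding followed kinetically by red fluorescence (ex 525/em 598 nm).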
IL-2 act: qHTS of IL-2 Activators; IL-2 activation reporter assay, cell-based qHTS; stimulated with anti-CD3/CD4/CD28 beads; in transgenic mouse T cells; activation, % (series mostly up to about 46 µM); 360,000 tested, 0.065% active; in the data active = activation above about 50%; inconclusive = mostly about 30% to 49%; note: 0% is about no effect
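Unstimulated transgenic mouse T cells, 750 per well, received compound and, after 60 minutes, anti-CD3/anti-CD4 bead plus anti-CD28 stimulation. EGFP and DsRed were quantified after 18 hours.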
PLK1 PBD block: qHTS for Inhibitors of PLK1-PDB (polo-like kinase 1 - polo-box domain): Primary Screen | 360,000 tested, 2.8% active | Plk1 PBD binding of FITC phosphopeptide, fluorescence polarization | Serine/threonine-protein kinase PLK1 (Homo sapiens), P53350 | Potency, µM, without a hit: max response, negative = inhibition, hits mostly inhibitors; note: potency is the fitted concentration of half-maximal effect; series mostly up to about 57 µM; % is set by controls: 0 for no effect and ±100 for the full control effect; nearly all actives have a fitted effect of over 65% in size
* = called active by the depositor; ? = inconclusive; nt = not tested or not shown; [ ] = another dose, or the depositor's remark. Unless noted, calls come from the whole dose curve; as a rule, active = well fitted curve in the direction sought with a large enough effect; inconclusive = small, poorly fitted or top-dose-only effect, or another doubt; inactive = no such curve, though single readings can be large; an effect the other way counts as inactive or inconclusive.

item	Compound	EPAC2 ag	CCT modulator	EPAC1 agonist	EPAC1 antagonist
1	CN(C)c1ccc(/C=N/NC(=O)CNC(=O)/C=C/c2ccco2)cc1	12%	-1.5	4%	6%
2	CNC(=O)c1ccsc1NC(=O)CS(=O)(=O)c1ccc(Cl)cc1	6%	-6.2	-13%	6%
3	O=C(CN1CCN(c2ccccc2)CC1)Nc1ccc(OCc2ccccc2)cc1	6%	-0.9	13%	13%
4	CCOC(=O)C1(Cc2ccccc2)CCCN(Cc2cccc(C(C)=O)c2)C1 (centres undefined)	-1%	-2.3	-4%	-4%
5	COc1cc2nc(Nc3ccc(C)c(C)c3)nc(N)c2cc1OC	8%	0.7	6%	-26%
6	O=C(NCc1ccco1)c1ccc2c(=O)n(Cc3ccco3)c(SCC(=O)N3CCCC3)nc2c1	5%	-2.1	8%	-25%
7	Cc1cc(C(=O)NC2CCCCC2)c(C)n1-c1ccc(F)cc1	14%	-1.0	7%	13%
8	COc1ccc(C2C(C(=O)N3CCN(c4ccc(OC)cc4)CC3)c3ccccc3C(=O)N2C)cc1 (centres undefined)	-1%	2.6	0%	10%
9	CC(C)CC(=O)Nc1ccc(Nc2ccccc2)cc1	3%	1.4	-19%	-5%
10	CSc1ccccc1NC(=O)Cc1ccccc1	-2%	2.6	-13%	-11%

item	PI5P4K alpha inh	WRN inhibitor	IL-2 act	PLK1 PBD block
1	-23	1%	-0.3	-14%
2	1	2%	-2.3	-1%
3	12	-17%	-0.2	1%
4	2	-2%	0.3	0%
5	?	?	-2.5	1%
6	nt	?	-2.1	-29%
7	-15	-15%	-1.4	-4%
8	-2	4%	-2.3	-4%
9	0	-10%	1.2	-16%
10	-2	2%	-1.0	2%

Reprinted from the part before: three compounds; new compounds follow.
item	Compound	EPAC2 ag	CCT modulator	EPAC1 agonist	EPAC1 antagonist
8	COc1ccc(C2C(C(=O)N3CCN(c4ccc(OC)cc4)CC3)c3ccccc3C(=O)N2C)cc1 (centres undefined)	-1%	2.6	0%	10%
9	CC(C)CC(=O)Nc1ccc(Nc2ccccc2)cc1	3%	1.4	-19%	-5%
10	CSc1ccccc1NC(=O)Cc1ccccc1	-2%	2.6	-13%	-11%
11	O=C(c1cccs1)N1CCN(Cc2ccccc2)CC1	13%	-1.7	5%	-9%
12	Clc1ccc(SCc2cc(N3CCOCC3)nc(-c3ccccn3)n2)cc1	9%	-2.3	8%	6%
13	C=CCn1c(SCC(=O)N2CCOCC2)nc2c([nH]c3ccccc32)c1=O	2%	0.3	-5%	12%
14	CC(=O)Nc1ccc(-c2noc(-c3csc([C@@H]4C[C@H](O)[C@@H](CO)O4)n3)n2)cc1	-1%	-0.7	-7%	3%
15	O=C(O)/C(=C\c1cccc(OCc2ccccc2)c1)c1ccc(F)cc1	-5%	1.1	-10%	2%
16	CC(OC(=O)CCc1nc2ccccc2[nH]c1=O)c1ccccc1 (centres undefined)	-4%	1.1	-3%	-9%
17	CCOc1ccc(NC(=O)c2ccc(NC(=O)c3ccc(CN4CCOCC4)cc3)cc2)cc1	1%	2.6	2%	-16%
18	CC(=O)C1C(c2cccc(Oc3ccccc3)c2)NC(=O)NC1(O)C(F)(F)F (centres undefined)	1%	-0.3	-28%	-17%
19	COc1ccccc1N(CC(O)COc1ccccc1C)S(=O)(=O)c1ccccc1 (centres undefined)	18%	-2.9	9%	-19%
20	COc1ccc(CNc2nc3ccccc3n2Cc2ccc(C)cc2)cc1OC	29%	-1.6	16%	-1%

item	PI5P4K alpha inh	WRN inhibitor	IL-2 act	PLK1 PBD block
8	-2	4%	-2.3	-4%
9	0	-10%	1.2	-16%
10	-2	2%	-1.0	2%
11	0	-1%	-1.9	-6%
12	1	-15%	-0.1	-24%
13	-10	-24%	-2.7	-2%
14	2	3%	-0.2	4%
15	13	-13%	-3.2	?
16	1	4%	-4.9	-18%
17	-4	-9%	0.4	-16%
18	-6	-2%	0.0	3%
19	-2	-1%	-4.3	-6%
20	-6	-25%	-2.1	-8%

Values in list order from the entries so far:
PLK1 PBD block, nos. 1–5, in order: -14%, -1%, 1%, 0%, 1%
PI5P4K alpha inh, nos. 1–5, in order: -23, 1, 12, 2, ?

Carrying on.
item	Compound	EPAC2 ag	CCT modulator	EPAC1 agonist	EPAC1 antagonist
21	CC(NC(=S)NCc1ccc(F)cc1)C12CC3CC(CC(C3)C1)C2 (centres undefined)	3%	-1.5	7%	9%
22	CC1CCN(C2=NC(=O)/C(=C/c3ccccc3F)S2)CC1	11%	1.0	3%	-12%
23	O=C1C(=O)c2ccccc2C(O)=C1c1cccc([N+](=O)[O-])c1	-6%	0.2	11%	5%
24	N/C(=N/O)c1nc(N2CCCCC2)nc(N2CCCCC2)n1	6%	1.9	-5%	10%
25	O=C(NC(=S)Nc1ccccc1Br)C1CCC1	23%	-2.6	2%	-12%
26	CCCCn1c(N)c(N(CC)C(=O)c2cc(S(=O)(=O)N3CCCCCC3)ccc2OC)c(=O)[nH]c1=O	-10%	2.7	1%	-6%
27	O=C(O)c1ccc(OCc2ccc(C(=O)O)o2)cc1	1%	3.9	0%	18%
28	CCCCC(=O)N(CCOC)c1nnc(-c2ccccc2C)s1	11%	-1.5	-5%	-20%
29	N#Cc1c(-c2ccccc2)c(-c2ccccc2)nn(CC(=O)NNC(=O)Nc2ccc(Cl)cc2)c1=O	-12%	1.6	5%	-2%
30	O=C(CCCOC(=O)c1ccc(O)cc1O)c1ccc(F)cc1	4%	-0.4	0%	11%

item	PI5P4K alpha inh	WRN inhibitor	IL-2 act	PLK1 PBD block
21	3	-4%	-4.5	-21%
22	3	?	-4.3	-12%
23	?	-15%	-2.2	27µM*
24	-5	5%	-1.2	3%
25	-12	2%	-1.0	-13%
26	0	-1%	-4.7	-2%
27	-16	19%	0.5	-6%
28	19	-14%	-2.5	-20%
29	-5	-1%	0.1	-4%
30	-5	-9%	-1.0	-6%

(more compounds)
item	Compound	EPAC2 ag	CCT modulator	EPAC1 agonist	EPAC1 antagonist
31	CCc1cc(=O)oc2c3c(cc(OCC(=O)NCCCCCC(=O)O)c12)OC(C)(C)CC3	4%	-0.3	3%	11%
32	COc1ccc(-c2csc(N(C)C(=O)c3cccs3)n2)cc1	3%	1.0	8%	0%
33	CCOC(=O)c1cc(NC(=O)N2CCCCC2)c(C)nc1C	-1%	-1.9	-10%	2%
34	Cc1ccc(NC(=O)CCNC(=O)c2ccc([N+](=O)[O-])cc2)cc1S(=O)(=O)N(C)C	13%	0.0	2%	-14%
35	COc1ccc(CC(=O)Nc2ccc(S(=O)(=O)Nc3cc(C)nc(C)n3)cc2)cc1OC	6%	0.2	1%	0%
36	Cc1ccc(OCc2nc3ccccc3n2C(C(=O)Nc2c(C)cccc2C)C2CC2)cc1 (centres undefined)	15%	nt	0%	-5%
37	Cc1ccc(OCc2nc(C#N)c(NCCCn3ccnc3)o2)cc1	8%	0.5	-1%	3%
38	CCC(C)[C@H](N)c1nnc(SCC(=O)c2ccc(Cl)cc2)o1 (some centres undefined)	-1%	0.2	7%	-14%
39	Cc1ccc(CN2CCN(Cc3c[nH]c4ccccc34)CC2CCO)o1 (centres undefined)	6%	-3.3	6%	2%
40	COc1ccc([C@H]2CC(=O)C=C(c3ccc(-c4ccccc4)c(F)c3)C2)cc1OC	6%	-2.8	-2%	11%

item	PI5P4K alpha inh	WRN inhibitor	IL-2 act	PLK1 PBD block
31	-2	1%	0.9	-5%
32	7	-4%	1.0	-9%
33	-2	2%	-1.3	-6%
34	4	-10%	0.8	-6%
35	-2	5%	-0.1	-2%
36	-1	-4%	-1.0	1%
37	4	-11%	0.2	-25%
38	nt	-7%	-3.2	-11%
39	1	-11%	-0.2	-7%
40	-2	8%	0.3	3%

Remaining list, next part:
item	Compound	EPAC2 ag	CCT modulator	EPAC1 agonist	EPAC1 antagonist
41	COc1ccc(CNCc2cn(-c3cccc(F)c3)nc2-c2ccc(C)o2)cc1	9%	0.5	-10%	-19%
42	Cc1c(C(=O)N2CCC(C)CC2)sc2ncnc(N3CCN(c4ccccc4)CC3)c12	-3%	-0.4	7%	0%
43	CCCCN(C(=O)c1ccc(N(C)S(=O)(=O)c2ccc(C)cc2)cc1)c1c(N)n(CC(C)C)c(=O)[nH]c1=O	-11%	1.8	-3%	3%
44	S=C(Nc1ccccc1)Nc1ccc2ccccc2c1	14%	-1.6	6%	-5%
45	CSc1nc(Cl)c(Cc2ccc(OC(C)C)cc2)c(N2CCOCC2)n1	5%	0.0	6%	-6%
46	Cc1cc(C)cc(N(CC(=O)N2CCCCCC2)S(C)(=O)=O)c1	2%	-0.6	-8%	-1%
47	Cc1nn(-c2ccccc2)c(Cl)c1/C=N\NC(=O)c1cncc(Br)c1	-5%	1.4	11%	23%
48	CN(C)CCNC(=O)c1ccc(COc2ccc(Cl)cc2Cl)cc1	-15%	1.4	0%	9%
49	CCN(CC)S(=O)(=O)c1ccc(C(=O)Nc2nnc(COC)o2)cc1	10%	-1.5	8%	6%
50	CCOc1ccc(N(CC)S(=O)(=O)c2c(C)[nH]c(=O)[nH]c2=O)cc1	10%	0.2	2%	-11%

item	PI5P4K alpha inh	WRN inhibitor	IL-2 act	PLK1 PBD block
41	1	-14%	-0.7	-10%
42	19	-2%	3.5	5%
43	1	5%	0.6	-1%
44	-12	-1%	-0.5	-18%
45	15	-4%	0.0	-6%
46	3	11%	-1.6	-16%
47	-8	-26%[57.1 µM]	-0.5	-2%
48	nt	21%	-3.1	0%
49	-1	1%	-0.2	-7%
50	0	-2%	1.3	-6%

Some of the compounds tested; rates above refer to the full screens.
